Screens (PubChem BioAssay)
H9c2 TAG inh – triacylglycerol accumulation inhibition. AID 651582. H9c2 cells, Nile Red lipid (TAG) fluorescence; cells loaded with 200 µM oleic acid. 0.66% of 230,000 active. inhibition, % at 12.5 µM;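 active means pattern-corrected inhibition of lipid staining of at least 50% with the nuclear-stain viability signal not falling by more than 50%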;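 further: 0% = DMSO wells and 100% = triacsin C control wells; some results filed as inactive read as strong as hits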
H9c2 TAG inh DAPI viability – recorded beside H9c2 TAG inh, whose call it bears; DAPI nuclei signal change (viability), lower = more cytotoxic, %;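 whole-well DAPI fluorescence read on a plate reader as a viability signal; minus 50 percent equals half of cells still viable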
The depositor's hits bear a star. Not all compounds are listed; rates above refer to the full screens.

SMILES	H9c2 TAG inh	H9c2 TAG inh DAPI viability
Cc1ccc(CNC(=O)COC(=O)CCC(=O)c2cccs2)cc1	-5	-1
CCN(CC)C(=O)c1cccc2c1C(=O)c1ccccc1-2	-10	-11
COc1ccc(C(=O)NCC(c2ccco2)N2CCCCC2)cc1S(=O)(=O)Nc1ccc(C)cc1 (configuration not stated)	9	9
CCc1ccc(C(=O)C(C)OC(=O)Cn2cnc3c2c(=O)n(C)c(=O)n3C)cc1 (configuration not stated)	-8	-1
COC(=O)Cn1cnc2c(nnn2-c2ccc(F)cc2)c1=O	-5	3
Cc1oc(C(C)(C)C)c(CN2CCOCC2)c1C(=O)O	7	-8
CCOC1=C/C(=C/c2c(N)n3nc(S(=O)(=O)CC)sc3nc2=O)C=CC1=O	-5	9
O=C(COC(=O)c1ccc[nH]c1=O)NCC12CC3CC(CC(C3)C1)C2	19	-8
O=C(CCC(=O)n1ncc2ccccc21)NCc1ccc(F)cc1	-5	-13
COc1ccccc1-n1c(SCC(=O)Nc2ccc(F)cc2)nc2c(c1=O)SCC2	-8	-2
S=C1CCC(c2ccc(Cl)cc2)=NN1c1ccccc1	4	-2
COC(=O)Nc1ccc(S(=O)(=O)NCc2ccccn2)cc1	-1	-2
O=C(O)c1ccc(-c2noc(-c3cccc(Cl)c3)n2)cc1	6	-4
CC(C)CC1(C)NC(=O)N(CC(=O)Nc2ccccc2Br)C1=O (configuration not stated)	-14	6
CCOc1cc(/C=N/NC(=O)CCn2nnc3ccccc32)ccc1O	3	-3
O=C(CSc1nc(NS(=O)(=O)c2ccccc2)cc(=O)[nH]1)Nc1ccc(Cl)cc1	2	-10
COc1ccc(S(=O)(=O)N[C@@H](Cc2ccccc2)C(=O)N2CC[C@@]3(O)CCCC[C@H]3C2)cc1	0	1
CCOc1ccc(CN2CCN(Cc3[nH]c4ccccc4c3C)CC2CCO)cc1 (configuration not stated)	16	17
Cc1nc(=O)c(-c2ccccc2)c(C)n1-c1ccccc1C(=O)O	3	7
COc1cccc(NC(=O)CN(C)C(=O)CNC(=O)c2sc3ccccc3c2Cl)c1	1	-4
COc1ccc(S(=O)(=O)N2CCOC2CNC(=O)C(=O)NCc2ccco2)cc1OC (configuration not stated)	10	-7
Cn1c(Cc2ccccc2)nnc1SCC(=O)Nc1ccccc1	-15	2
COc1ccccc1CNC(=O)Cn1cccc1	3	-4
COc1ccccc1-c1nnc(-c2ccc(N3CCOCC3)cc2)o1	-35	27
Cc1cc(C(=O)NCc2csc(-c3ccccc3)n2)no1	-1	-5
NNC(=S)Nc1ccccc1Cl	-7	-1
CC(C)(C)NC(=O)NC(=O)CN1CCN(C(c2ccccc2)c2ccccc2)CC1	3	0
CC(=O)N(C)C1(c2nnnn2CCOC(=O)Nc2cccc3ccccc23)CCCC1	0	-4
CCOC(=O)c1cc(C)sc1NC(=O)CSc1nnnn1C	9	1
COc1ccc(S(=O)(=O)n2nc(OC(=O)c3ccc(C)cc3)cc2N)cc1	1	1

An excerpt from further up, as a working copy:
SMILES	H9c2 TAG inh	H9c2 TAG inh DAPI viability
CC(C)CC1(C)NC(=O)N(CC(=O)Nc2ccccc2Br)C1=O (configuration not stated)	-14	6
CCOc1cc(/C=N/NC(=O)CCn2nnc3ccccc32)ccc1O	3	-3

Further structures
SMILES	H9c2 TAG inh	H9c2 TAG inh DAPI viability
CC1=C(C(=O)OC2CCCC2)C(c2coc3ccccc3c2=O)C2=C(CCCC2=O)N1 (configuration not stated)	6	-2
O=C(O)CCn1c(=O)sc2ccccc21	5	8
CC(/C=C/C=C/c1ccccc1)=N/NC(=O)C(O)c1ccccc1 (configuration not stated)	12	-14
OC(C#CCN1CCCC1)(c1ccccc1)c1cccnc1 (configuration not stated)	-1	3
COc1cc2ncc(C(=O)c3ccccc3)c(N3CCN(Cc4ccccc4)CC3)c2cc1OC	5	12
O=C(CC1C(=O)NCCN1CC1CCCCC1)NCc1ccc(F)cc1 (configuration not stated)	-7	-1
CC1(C(=O)NS(=O)(=O)c2cccc(C#N)c2)CCN1C(=O)Cc1ccc(Cl)cc1Cl (configuration not stated)	0	-1
COc1ccc(N2c3ccccc3CN(Cc3ccccc3)[C@@H](C)[C@H]2Cc2cccnc2)cc1	7	7
CC(=O)N[C@@H](C)C(=O)N1CCN(S(=O)(=O)c2ccc(Cl)cc2)CC1	-12	1
CC(C)(C)C1CCC(N2CCN(c3ccccc3)CC2)CC1 (configuration not stated)	2	6
O=C(NCCNC(=O)c1ccc([N+](=O)[O-])cc1)c1ccncc1	6	-5
O=C(NC1CC2CCCC(C1)N2C(=S)NCCc1ccccc1)C1CC1 (configuration not stated)	-9	10
Cc1ccc(CC2CC(=O)N(CC(=O)O)C2=O)cc1 (configuration not stated)	9	-4
CCn1c(SCC(=O)Nc2ccc(N3CCOCC3)c(Cl)c2)nnc1-c1ccc(N)cc1	28	3
CC1(C)c2[nH]c3ccccc3c2C[C@@H]2C(=O)N(c3ccc(F)cc3F)C(=O)N21	-16	2
Nn1c(SCC(=O)NCc2ccc3c(c2)OCO3)nnc1C1CC1	3	9
CCOC(=O)c1cccc(NC(=O)CCc2ccccc2)c1	-2	-13
O=C(Cn1nnc(-c2ccccc2)n1)N/N=C/c1ccco1	-8	11
COc1cccc(C2C3=C(CCCC3=O)Nc3nc(-c4cc(OC)c(OC)c(OC)c4)nn32)c1 (configuration not stated)	9	-7
Oc1ccccc1-c1nnc(-c2ccc(C(F)(F)F)cc2)o1	-20	0
CC1(OC(=O)C2CCCC2)C(=O)C=C2C=C(c3ccsc3)N(C(CO)CO)C=C2C1=O (configuration not stated)	0	-2
O=C(NCc1cc([N+](=O)[O-])ccc1O)c1cccnc1Sc1ccc(Cl)cc1	-6	5
CCc1nc2c(OCCOc3ccccc3)cccn2c1N(C)C(=O)C1CC1	-12	-5
Oc1ccc(F)cc1-c1cc(-c2ccc3c(c2)OCCO3)n[nH]1	-5	18
CCOC(=O)c1cnc(SCc2nc(N)nc(Nc3ccccc3)n2)nc1N	-8	0
O=C(COC(=O)/C=C/c1ccco1)Nc1cccc([N+](=O)[O-])c1	0	-9
CC(=O)N/C(=C\c1ccccc1)C(=O)NC(C)C(=O)O (configuration not stated)	-3	12
CCCNC(=O)C1(C)CCCN(Cc2ccccc2-c2ccccc2)C1 (configuration not stated)	-18	2
CN(C/C=C/c1ccccc1)C1CCCCC1	-2	-2
Cc1nc(C(=O)Nc2ccccc2)sc1C(=O)Nc1ccccc1	-2	2

Compound profiles, as listed above:
`CC(=O)N/C(=C\c1ccccc1)C(=O)NC(C)C(=O)O` (configuration not stated) reads H9c2 TAG inh: -3; H9c2 TAG inh DAPI viability: 12
`Nn1c(SCC(=O)NCc2ccc3c(c2)OCO3)nnc1C1CC1` reads H9c2 TAG inh: 3; H9c2 TAG inh DAPI viability: 9
`CCOC(=O)c1cnc(SCc2nc(N)nc(Nc3ccccc3)n2)nc1N` reads H9c2 TAG inh: -8; H9c2 TAG inh DAPI viability: 0

Carrying on:
SMILES	H9c2 TAG inh	H9c2 TAG inh DAPI viability
CCN(CC)CCCn1c2c(c(SCC(=O)Nc3nc(C)cs3)nc1=O)CCC2	32	-12
Cn1c(N)c(C(=O)COC(=O)CCC2CCCCC2)c(=O)n(C)c1=O	12	0
CCN(CC)C(=O)C1=C(C)N(Cc2ccc(OC)cc2)C(=O)C(CC(=O)NCc2cccc3ccccc23)C1 (configuration not stated)	5	-5
Cc1cc(CCNC=O)c(C)c2c1oc1ccccc12	1	0
CC(C)CNC(=O)COC(=O)c1cc(S(=O)(=O)N(C)C)ccc1N1CCCC1	11	-8
Cc1cc(NC(=O)NN2CCOCC2)nn1-c1c(Cl)cc(Cl)cc1Cl	3	8
Cc1cccc(NC(=S)N(CCN(C)C)Cc2cc3cccc(C)c3[nH]c2=O)c1	32	18
CCN(CC)c1nc2ccccc2nc1C(C#N)C(=O)NCCCOC (configuration not stated)	19	23
O=C1CCc2cc(S(=O)(=O)NCCc3ccc(Cl)cc3)cc3c2N1CC3	-6	1
COC(=O)C1CCN(C2=C(NS(=O)(=O)c3ccc(Cl)cc3)C(=O)c3ccccc3C2=O)CC1	1	7
Cc1ccc(-n2nc(C)c3c2NC2=C(C(=O)CC(C)(C)C2)C3c2ccccc2OCC(=O)O)cc1 (configuration not stated)	3	1
COc1ccc(N(C(C)C(=O)N/N=C(\C)C(C)(C)C)S(C)(=O)=O)cc1 (configuration not stated)	7	4
Cc1ccc(C(C)C)c(OCC(=O)N2CCOCC2)c1	4	-10
O=C(CSc1nnc(Cn2c(=O)sc3ccccc32)n1-c1ccccc1)N1CCCCCC1	-6	1
CC1(C)CC(=O)C2=C(C1)NC(=O)CC2c1cccc(F)c1 (configuration not stated)	0	-3
Cc1ccc(NC(=O)c2cccc(-n3cnnn3)c2)cc1Cl	7	2
OC(c1ccc(F)c(F)c1)c1nc(-c2ccccc2)cs1 (configuration not stated)	-26	2
Cc1noc(C)c1-c1nnc(-c2ccc(C(F)(F)F)cc2)o1	13	-6
CCN(CC)S(=O)(=O)c1ccc(-c2cn3ccccc3n2)cc1	-7	27
COc1ccc(C2CC(=O)C(C=NCCN3CCN(C(=S)Nc4ccccc4)CC3)=C(O)C2)cc1 (configuration not stated)	-4	-2
Cc1cc(=O)n2nc(N3CCCC(C(=O)N4CCN(C)CC4)C3)sc2n1 (configuration not stated)	-14	-2
CC(C)(C)S(=O)(=O)c1cnc2c(S(=O)(=O)c3ccccc3)cnn2c1N	9	-14
COc1ccc(OCCOc2ccc(S(=O)(=O)N3CCCC3)cc2C(N)=O)cc1	4	-9
COc1ccc(S(=O)(=O)N2CCOC2CNC(=O)C(=O)NCc2cccnc2)cc1C (configuration not stated)	-4	3
COc1ccc(OC)c(C(=O)COC(=O)c2ccc([N+](=O)[O-])o2)c1	17	-7
Cc1cc(C)c(C)c(S(=O)(=O)NCC(=O)Nc2ccc(F)cc2)c1C	-1	10
O=C(Nc1cccnc1)c1cc(-c2ccc(Cl)cc2)on1	11	-7
CCOc1cccc(CN2CCN(Cc3ccc(C)o3)C(CCO)C2)c1O (configuration not stated)	-35	12
COC(=O)c1ccccc1NC(=O)c1ccc(COc2ccc(C)c(C)c2)o1	-29	-2
CC1=CC(C)(C)C(C(=O)O)C(C(=O)O)C1 (configuration not stated)	17	-9
CC1(C)CC(=O)C=C(NCc2cccc(C(F)(F)F)c2)C1	-8	6
Cc1nnnn1CC(=O)Nc1cccc([N+](=O)[O-])c1	0	8
COc1cc(OC)c(C(=O)Nc2cc(Cl)ccc2-n2cncn2)cc1OC	-6	7
O=C(COC(=O)c1ccc(Br)o1)Nc1nc2c(F)c(F)c(F)cc2s1	-3	-4
COc1cccc(Nc2nc3ccccc3n3nnnc23)c1	4	12
CN1/C(=C/C(=O)COC(=O)CN2C(=O)C3CC=CCC3C2=O)C(C)(C)c2ccccc21 (configuration not stated)	-22	4
CC1=NN(c2ccc(C)cc2)C(=O)/C1=C\c1ccc(Br)s1	-1	5
CC(=O)N1CCOCCOCCN(C(C)=O)CCOCCOCC1	2	-11
Cn1c(=O)[nH]c(=O)c2cc(C(=O)c3cc(F)ccc3O)cnc21	3	1
O=C(CCCNC(=O)/C(=C/c1ccccc1F)NC(=O)c1ccccc1)OCc1ccccc1	-4	18
NC(=O)CC1(c2ccccc2)CCCCC1	-8	8
CCCc1nnc(NC(=O)C(=O)NCCN(CC)CC)s1	-5	-1
COc1cc(Cn2c(-c3ccc(O)c(OC)c3)nc3ccccc32)ccc1O	7	-7
COc1cccc(NC(=O)COC(=O)CC2CC3CCC2C3)c1 (configuration not stated)	2	-4
O=C(COC(=O)c1cnccn1)Nc1ccc2c(c1)OCO2	7	2
C[N+](C)(C)CCOC(=O)C1(c2ccccc2)CCCC1	-14	6
CN(CCc1cn[nH]c1)Cc1nc(C(c2ccccc2)c2ccccc2)no1	4	-2
CCc1ccc(CN2CCC(Oc3ccc(C(=O)N4CCCCC4)cc3)CC2)cc1	-4	0
Cc1ccc(C2NNC(=O)C2NC(=O)c2ccccc2)cc1 (configuration not stated)	7	-2
O=C(O)CCn1c(SCCOc2ccccc2F)nc2ccccc21	7	0
COc1ccc2[nH]c(=O)c(CN(Cc3cccnc3)C(=S)NCC3CCCO3)cc2c1 (configuration not stated)	7	0
Cc1ccc(C(=O)c2ccccc2C(=O)OCC(=O)N2C(C)CCCC2C)cc1 (configuration not stated)	7	-9
CN(Cc1ccccc1F)C(=O)c1ccccc1Sc1ccccc1C#N	-1	-1
CCCN(C(=O)c1cc(Cl)nc2ccccc12)C1CCS(=O)(=O)C1 (configuration not stated)	0	1
COc1ccc(CCNc2nc(N3CCCCC3)nc(N3CCCCC3)n2)cc1OC	7	7
Nc1nc(-c2sc3nc4c(cc3c2N)CCCC4)nc(N2CCOCC2)n1	42	178
Cc1ccc(Cl)c(NC(=O)CN(C)CC(=O)Nc2ccc(F)c(F)c2F)c1Cl	-29	6
COc1ccc(C2CC(=O)Oc3ccc(OC)cc32)cc1 (configuration not stated)	-11	4
O=C(CSc1nnnn1C1CC1)Nc1cc(S(=O)(=O)N2CCCC2)ccc1Cl	-7	-5
CC(CNC(=O)CCc1ccccc1)NC(=O)CCc1ccccc1 (configuration not stated)	2	4
C[C@H](CO)N1C[C@H](C)[C@@H](CN(C)C(=O)NC2CCCCC2)Oc2c(NS(=O)(=O)c3cn(C)cn3)cccc2C1=O	15	1
O=[N+]([O-])c1ccc(NNC(=S)Nc2ccccc2)cc1	-35	8

Four entries out of the list, ordered by formula weight, descending:
SMILES	H9c2 TAG inh	H9c2 TAG inh DAPI viability
C[C@H](CO)N1C[C@H](C)[C@@H](CN(C)C(=O)NC2CCCCC2)Oc2c(NS(=O)(=O)c3cn(C)cn3)cccc2C1=O	15	1
COc1ccc(CCNc2nc(N3CCCCC3)nc(N3CCCCC3)n2)cc1OC	7	7
Cc1ccc(C(=O)c2ccccc2C(=O)OCC(=O)N2C(C)CCCC2C)cc1 (configuration not stated)	7	-9
Nc1nc(-c2sc3nc4c(cc3c2N)CCCC4)nc(N2CCOCC2)n1	42	178
